Assay outcomes (PubChem BioAssay)
M18AAP inhibitor – PfM18AAP inhibitors, malaria aminopeptidase, primary screen, biochemical, QFRET, recombinant enzyme; M18 aspartyl aminopeptidase (Plasmodium falciparum 3D7); H-Glu-NHMec fluorogenic cleavage; inhibition, % at 7.35 µM; 1.2% of 290,000 active;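 active = inhibition above the campaign mean inhibition over all tested compounds plus 3 SD, cut at about 28% in these data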;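 also: 0% = plate median of test compound wells and 100% = 2 mM ZnCl2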
FID counter – compounds displacing fluorescent DNA intercalator, primary screen, artefact control for HCV NS3 helicase inhibitor project, biochemical, FID fluorescence | DNA fluorescent intercalator displacement | inhibition, % at 7.9 µM | 0.17% of 290,000 active; in the data active = inhibition above about 37%;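 also: 0% = vehicle and 100% = reference compound; higher means more ethidium bromide displaced from hairpin DNA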
NALP1 yeast inh – NALP1 inflammasome inhibitors in reconstituted yeast, colorimetric, S. cerevisiae, triplicate retest | inhibition, % at 10 µM | 0.61% of 280,000 active | S. cerevisiae NALP1/ASC/caspase-1 growth, X-gal OD620, 72 h; in the data active = inhibition mostly above about 24%, no sharp cut-off; inactive = mostly below about 32%; also: some compounds called inactive have numbers as strong as hits
MEKK2 mut-MEK5 – MEK5 binding signal on mutant MEKK2 PB1, primary screen, biochemical, multiplex bead flow cytometry, Alexa488-MEK5 | Alexa488-MEK5 binding to MEKK2 mutant | percent response, % at 10 µM | 0.35% of 290,000 active | AID 1530, 2009; in the data active = percent response above about 24%, passing the limit was not always enough; also: inactives centre near 1; some results filed as inactive read as strong as hits
SUMO HTRF inh – inhibitors of in vitro SUMOylation cascade, primary screen, biochemical, HTRF, uHTS; HTRF SUMOylation assay, SAE1/SAE2 + UBC9; inhibition, % at 35 µM; 0.36% of 290,000 active; in the data active = inhibition above about 50%, passing the limit was not always enough; also: strong numbers were not always called active
Target sequence (P63279 whole entry, looked up): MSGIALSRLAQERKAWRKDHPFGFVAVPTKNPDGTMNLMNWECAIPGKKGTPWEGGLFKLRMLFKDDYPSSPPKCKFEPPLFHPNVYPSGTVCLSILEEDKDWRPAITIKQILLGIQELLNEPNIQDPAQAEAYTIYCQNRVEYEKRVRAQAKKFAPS
IMP-1 inh – IMP-1 metallo-beta-lactamase inhibitors, primary screen, biochemical, epi-absorbance readout, Pseudomonas aeruginosa enzyme | inhibition, % at 5.6 µM | 0.45% of 290,000 active | metallo-beta-lactamase IMP-1 (Pseudomonas aeruginosa) | AID 1556, 2009 | purified IMP-1, nitrocefin hydrolysis, epi-absorbance fluorescence;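 active = inhibition above the mean plus 3 SD of all compounds in the same screening run, cut at about 4.5% in these data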;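 also: 0% = IMP-1 with DMSO and 100% = DMSO wells lacking enzyme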
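System: purified recombinant IMP-1 beta-lactamase. Medium: Zinc- and detergent-supplemented HEPES buffer, pH 7.1. Compound: one 5.6 µM dose […]. Schedule: 15 min preincubation plus 25 min reaction at 25 °C. Technique: Epi-absorbance fluorescence, 480 nm excitation, 530 nm emission.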
MEKK2 WT-MEK5 – modulators of MEK5 binding to wildtype MEKK2, primary screen, biochemical, multiplex bead flow cytometry, Alexa488-MEK5. Mitogen-activated protein kinase kinase kinase 2 (Homo sapiens), Q9Y2U5. Alexa488-MEK5 binding to MEKK2 WT; actives lie on both sides. binding response (% of control), % at 10 µM. 1.1% of 290,000 active. AID 1531, 2009; in the data active = binding response below about 67% or above about 130%
HCV NS3 hel inh – inhibitors of HCV NS3 helicase, primary screen, biochemical, Cy5 molecular beacon fluorescence. Hepatitis C virus NS3 helicase. inhibition, % at 10.9 µM. NS3 helicase DNA unwinding. 0.56% of 290,000 active;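 active = inhibition above the mean of all tested compounds plus 3 SD, set per campaign, cut at about 35% in these data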;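 also: 0% = DMSO wells and 100% = thioflavine S control wells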
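assay system = NS3 helicase fragment of HCV | buffer or medium = MOPS pH 6.5, MgCl2, DTT, Tween20, BSA | timing = 60 min unwinding reaction at 25 °C after ATP addition | signal = Cy5 beacon fluorescence read at start and 1 h | read-out basis = % inhibition of unwinding | control set = low DMSO, high thioflavine S at 110 µM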
VIM-2 inhibitor – VIM-2 metallo-beta-lactamase inhibitors, primary screen, biochemical, epi-absorbance readout, Pseudomonas aeruginosa enzyme; AID 1527, 2009; inhibition, % at 5.6 µM; 0.89% of 290,000 active; purified VIM-2, nitrocefin hydrolysis, epi-absorbance fluorescence;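 active = inhibition above the mean of all tested compounds plus 3 SD, cutoff set per screening run, cut at about 7.5% in these data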;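 also: red hydrolysis product quenches plate fluorescence so inhibitors raise well fluorescence; 0% = enzyme with DMSO and 100% = DMSO without enzyme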
The depositor's hits bear a star; x = not tested or not shown.

cpd	structure	VIM-2 inhibitor	MEKK2 mut-MEK5	NALP1 yeast inh	MEKK2 WT-MEK5	M18AAP inhibitor	FID counter	SUMO HTRF inh	IMP-1 inh	HCV NS3 hel inh
1	CN1c2ccccc2C(O)=C(C(=O)Nc2ccccc2)S1(=O)=O	-2.5	0	-1	99	-1	5	22	-1.1	2
2	CCN(CC)S(=O)(=O)c1ccc(N2CCOCC2)c(NC(=O)CC23CC4CC(CC(Br)(C4)C2)C3)c1	1.8	-3	5	96	-8	-38	-8	-2.6	2
3	CCn1cc(C(=O)N=c2sc3ccccc3n2C)c(=O)c2ccc(C)nc21	-4.3	x	x	x	-1	-3	x	-1.6	2
4	O=C(O)CCCn1cc(NC(=O)COc2ccc(F)cc2F)cn1	-3.4	5	0	101	2	-4	1	-3.0	8
5	O=C(C1CCC(C(=O)N2CCCC2)CC1)N1CCCC1 (stereo not drawn)	-3.4	x	x	x	0	3	x	-4.8	5
6	CCOC(=O)c1sc(NC(=O)CN2C(=O)NC3(CC(C)CC(C)(C)C3)C2=O)c(C(=O)OCC)c1C (stereo not drawn)	0.5	2	38	103	-2	0	-14	-2.4	-5
7	CNC(=O)/C(C#N)=c1\s/c(=C/C(=O)OC)c(=O)n1-c1ccccc1	-2.3	0	-8	96	23	-5	-3	0.5	8
8	O=C(COC(=O)c1ccc(O)cc1)NCc1ccc2c(c1)OCO2	-0.4	-4	11	105	-4	-2	1	-0.7	7
9	CCn1nccc1C(=O)Nc1ccc(C)c(C)c1	-0.7	2	14	104	-9	-9	39	1.4	-7
10	Cc1cccc(NC(=O)CSCC(=O)NNC(=O)c2ccoc2C)c1	-0.4	-6	10	84	-1	-15	0	-2.7	18
11	CCOC(=O)c1nnc2cc(C)nn2c1C	-3.5	-32	x	91	4	0	4	-5.2	-14
12	CNS(=O)(=O)c1cccc(C(=O)OCC(=O)Nc2cc(F)ccc2F)c1	-3.2	-8	20	93	0	-15	7	-0.8	11
13	CCSc1nc2nc(C)cc(C)n2n1	-2.3	7	-3	106	2	0	0	-5.9	6
14	COc1ccc(C(=O)N/C(=C/c2cccc3ccccc23)C(=O)NCCc2c[nH]c3ccccc23)cc1OC	-4.0	-2	32	92	0	-24	3	-1.3	-2
15	COC(=O)CN(C)C(=O)c1ccccc1OC1CCN(S(C)(=O)=O)CC1	2.5	0	4	102	-4	-8	-1	-1.4	35
16	Fc1ccc(CSc2nsc(SCc3ccc(F)cc3)n2)cc1	-3.3	2	13	103	18	-2	9	-4.5	15
17	COc1ccccc1NC(=O)CCN1CCN(c2ccc(Cl)cc2)CC1	0.1	2	-1	104	-14	-15	16	0.0	-12
18	CC(C)c1onc(C(=O)N(C)C2CCCCC2)c1[N+](=O)[O-]	-2.9	5	1	103	0	-7	24	-0.2	-2
19	CCc1ccccc1NC(=S)N(CCCN1CCOCC1)Cc1cccs1	0.2	-2	12	99	-4	-2	-17	-3.4	-16
20	C=CCSc1nnc(-c2ccccc2N=Cc2c(C)[nH]n(-c3ccccc3)c2=O)c(=O)[nH]1	1.4	11	31	100	-3	-1	26	-0.6	3
21	Cc1c(C(=O)N2CCOCC2)c(S(=O)(=O)Nc2ccc(OC(F)(F)F)cc2)c(C)n1C	-1.7	3	23	101	-2	-32	11	-2.0	1
22	CN(CC(=O)Nc1cccc(F)c1)C(=O)c1cn(-c2ccccc2)nc1-c1ccccc1	-1.2	-6	3	90	4	-27	-11	-1.2	-26
23	O=C(c1ccc(S(=O)(=O)N2CCCC2)cc1)N1CCCc2ccccc21	-2.9	27*	13	119	1	-28	9	-3.3	-1
24	O=C(OCC(=O)N1CCCCCC1)c1ccc(S(=O)(=O)N2CCOCC2)cc1	-3.3	-2	18	100	8	0	2	-2.0	4
25	Cc1ccc(-n2nnc3c(=O)n(CC(=O)NCC4CCCO4)cnc32)cc1 (stereo not drawn)	-4.1	12	20	104	0	-6	23	-3.3	-1
26	Cc1cccc(Nc2nc(N3CCCCC3)nc(N3CCCCC3)n2)c1	-0.7	1	-7	104	1	-4	-4	-2.6	-3
27	CC1CC(C)CN(CCCNC(=O)c2cc3c(=O)[nH]c4ccccc4c3n2C)C1 (stereo not drawn)	12*	15	3	114	1	8	12	-1.6	-4
28	CCCC(=O)OCC(=O)Nc1cc(C(C)(C)C)nn1-c1ccccc1	-2.2	4	5	102	-2	-9	-6	-3.2	0
29	C=CCOc1ccccc1CNCCNC(=O)c1nonc1N	-0.4	-8	2	93	-2	9	2	-0.7	-1
30	Cc1cc(C)cc(OCC(=O)N2N=C(c3cccnc3)CC2(O)C(F)(F)F)c1 (stereo not drawn)	-3.3	-6	15	94	11	-26	14	-3.2	0

Another view of some results above.
Sequence of screens – VIM-2 inhibitor, MEKK2 mut-MEK5, NALP1 yeast inh, MEKK2 WT-MEK5, M18AAP inhibitor, FID counter, SUMO HTRF inh, IMP-1 inh, HCV NS3 hel inh
11. CCOC(=O)c1nnc2cc(C)nn2c1C
→ -3.5, -32, x, 91, 4, 0, 4, -5.2, -14
12. CNS(=O)(=O)c1cccc(C(=O)OCC(=O)Nc2cc(F)ccc2F)c1
→ -3.2, -8, 20, 93, 0, -15, 7, -0.8, 11
13. CCSc1nc2nc(C)cc(C)n2n1
→ -2.3, 7, -3, 106, 2, 0, 0, -5.9, 6
14. COc1ccc(C(=O)N/C(=C/c2cccc3ccccc23)C(=O)NCCc2c[nH]c3ccccc23)cc1OC
→ -4.0, -2, 32, 92, 0, -24, 3, -1.3, -2
15. COC(=O)CN(C)C(=O)c1ccccc1OC1CCN(S(C)(=O)=O)CC1
→ 2.5, 0, 4, 102, -4, -8, -1, -1.4, 35
16. Fc1ccc(CSc2nsc(SCc3ccc(F)cc3)n2)cc1
→ -3.3, 2, 13, 103, 18, -2, 9, -4.5, 15
17. COc1ccccc1NC(=O)CCN1CCN(c2ccc(Cl)cc2)CC1
→ 0.1, 2, -1, 104, -14, -15, 16, 0.0, -12
18. CC(C)c1onc(C(=O)N(C)C2CCCCC2)c1[N+](=O)[O-]
→ -2.9, 5, 1, 103, 0, -7, 24, -0.2, -2
19. CCc1ccccc1NC(=S)N(CCCN1CCOCC1)Cc1cccs1
→ 0.2, -2, 12, 99, -4, -2, -17, -3.4, -16

(further entries)
cpd	structure	VIM-2 inhibitor	MEKK2 mut-MEK5	NALP1 yeast inh	MEKK2 WT-MEK5	M18AAP inhibitor	FID counter	SUMO HTRF inh	IMP-1 inh	HCV NS3 hel inh
31	COc1cc(O)c(C(CCN2CCN(c3ccccc3)CC2)c2ccc3c(c2)OCO3)c(OC)c1 (stereo not drawn)	x	13	11	109	x	x	-35	x	x
32	O=C(Nc1ccc(Cl)cn1)C1COc2ccccc2O1 (stereo not drawn)	-2.3	-9	17	94	3	-15	1	-1.3	-1
33	O=C(Nc1nnc(SCCN2CCOCC2)s1)C1CC(=O)N(c2ccc(F)cc2)C1 (stereo not drawn)	-2.5	8	17	108	-9	-26	7	-1.8	24
34	COc1ccc(C(=O)Nc2cccc(NC(=O)c3cccs3)c2)cc1	-1.2	9	23	102	-1	-10	-8	-1.7	26
35	O=C(O)c1cccc(N2C(=O)CSC2c2c(F)cccc2Cl)c1 (stereo not drawn)	-3.7	-1	11	100	5	-20	28	-1.0	16
36	CC(C)OCCCN1C(=O)c2ccccc2C1C(=O)NC1CCCCC1 (stereo not drawn)	0.1	1	-1	95	-2	-20	-1	0.3	-3
37	CCOC(=O)c1c(-c2ccsc2)csc1N	-2.2	6	22	105	16	3	13	-0.4	19
38	COc1ccc(NC(=O)C(C)SCc2ccccc2)cc1 (stereo not drawn)	-2.6	-9	14	87	3	-9	16	-1.1	15
39	Cc1cc(OCC(=O)N(C)C2CCCCC2)cc(C)c1Cl	-0.7	0	10	99	-2	-27	4	-3.4	3
40	COC(=O)c1ccc(-n2nnnc2SC)cc1	-2.9	-3	9	97	19	2	-8	-2.1	0
41	CCN1C(=O)C(=O)N(CC(=O)Nc2ccccc2Oc2ccccc2)C1=O	-2.2	-1	6	108	1	-12	0	-2.8	3
42	Cn1c(CN2CCCC2)nc2cc(NC(=O)COc3ccc(Cl)cc3)ccc21	0.3	3	6	108	7	6	10	-2.2	-14
43	CNC(=S)NNC(=O)c1cccn(Cc2cccc(C(F)(F)F)c2)c1=O	-4.0	-4	-7	100	17	-12	-5	-2.7	3
44	O=C(CCCCCn1c(=O)[nH]c2ccsc2c1=O)N1CCN(C2CCCCC2)CC1	x	0	13	101	x	x	24	x	x
45	Cc1ccc2oc(=O)n(CC(=O)O)c2c1	-2.4	0	-11	101	2	3	22	-4.1	-5
46	O=C(CCC(=O)N(CC(=O)NC1CCCC1)c1ccccc1F)Nc1nccs1	-2.2	-1	-5	94	-3	-33	-1	-1.6	-5
47	Cc1nnc(N/N=C/c2ccco2)n1N	-4.9	-9	27	91	18	0	15	-2.9	0
48	CS(=O)(=O)NCCSCc1c(F)cccc1Cl	0.2	14	-6	109	3	-2	1	-2.8	-2
49	CN(C)C(=S)Nc1ccc2c(c1)OCO2	-1.1	3	-1	106	38*	0	2	-0.5	-4
50	COc1ccccc1/C=N/NC(=O)c1ccc(Br)cc1	-4.5	-8	3	96	11	-2	2	-4.6	4
51	COc1ccc(C2(CNC(=O)Cc3ccccc3)CCCC2)cc1OC	-2.6	-3	5	96	3	-34	16	-2.4	-10
52	Cc1nc2ccccc2n1CC(O)Cn1c2ccccc2c2ccccc21 (stereo not drawn)	-2.0	9	-5	127	-3	4	-18	-2.8	-8
53	CC(=O)c1cc2c(C)c(C(=O)c3ccccc3)oc2cc1O	-1.7	-2	19	95	-7	-1	6	-2.4	9
54	CCOC(=O)N1CCN(C(=O)CSc2ccc3nnc(CCNC(=O)c4ccccc4)n3n2)CC1	-0.5	0	6	98	-10	-18	-10	-1.8	-1
55	O=C(Nc1cccc(NC(=O)C2CC2)n1)C1CC1	-1.3	0	30	103	1	0	14	-2.2	0
56	CCCC[n+]1ccn(-c2nc3ccccc3nc2[N-]S(=O)(=O)c2ccccc2)c1	1.4	1	1	101	-9	-11	-5	-0.6	8
